# ELG1 DNA repair = ELG1-dependent DNA repair inhibition. Potency, µM (doses to about 46.1 µM), for the others: at the top dose activity change, negative = inhibition, actives largely listed as inhibitors. AID 504467. actives 2.3% (n = 330,000). HEK293T ELG1-luciferase reporter, luminescence, 16 h; DNA damage induced by 5-fluorouridine; also: potency is read from the fitted curve at half-maximal effect; % is scaled to controls: 0 for no effect and ±100 for the full control effect; nearly all actives have a fitted effect of over 55% in size
#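 Cells (2,000 per well) received 5-fluorouridine plus test compound or DMSO and were incubated 16 hr at 37 °C, 5% CO2. Luciferase activity was read by luminescence 30 min after ONE-Glo addition; signal suppression marked inhibition of damage-induced ELG1 function.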
# Mito fusion act = mitochondrial division inhibition or fusion activation | S. cerevisiae fusion-defective mutant growth rescue, CellTiterGlo 48 h | Potency, µM (doses to about 46.1 µM), inactives show at the highest dose growth rescue (activation), actives largely listed as activators | actives 0.23% (n = 320,000) | AID 485298;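 also: potency is read from the fitted curve at half-maximal effect; % of control where 0% means no effect; nearly all actives have a fitted effect of over 45% in size; temperature-sensitive fusion mutants such as fzo1-1 at 37 °C on non-fermentable ethanol glycerol medium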
#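 Growth-rescue viability read-out: after 48 h at the non-permissive 37C in glycerol/ethanol YPEG, yeast mitochondrial fusion mutants are measured by CellTiterGlo luminescence; compounds (23 nl pinned per well) restoring growth score as division inhibitors or fusion activators.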
# TSHR antag = human thyrotropin receptor antagonism | P16473 | TSHR-expressing cells, TSH-stimulated cAMP HTRF, 2 h; hits give low values | activity change, negative = inhibition, % at 11.5 µM | actives 0.2% (n = 330,000) | AID 504810;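 active = activity change below a set negative limit, meaning inhibition stronger than a set level, cut at about -70% in these data; inconclusive = activity change between two set negative limits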; also: % is scaled to controls: 0 for no effect and ±100 for the full control effect
# Target sequence (P16473 whole entry, looked up): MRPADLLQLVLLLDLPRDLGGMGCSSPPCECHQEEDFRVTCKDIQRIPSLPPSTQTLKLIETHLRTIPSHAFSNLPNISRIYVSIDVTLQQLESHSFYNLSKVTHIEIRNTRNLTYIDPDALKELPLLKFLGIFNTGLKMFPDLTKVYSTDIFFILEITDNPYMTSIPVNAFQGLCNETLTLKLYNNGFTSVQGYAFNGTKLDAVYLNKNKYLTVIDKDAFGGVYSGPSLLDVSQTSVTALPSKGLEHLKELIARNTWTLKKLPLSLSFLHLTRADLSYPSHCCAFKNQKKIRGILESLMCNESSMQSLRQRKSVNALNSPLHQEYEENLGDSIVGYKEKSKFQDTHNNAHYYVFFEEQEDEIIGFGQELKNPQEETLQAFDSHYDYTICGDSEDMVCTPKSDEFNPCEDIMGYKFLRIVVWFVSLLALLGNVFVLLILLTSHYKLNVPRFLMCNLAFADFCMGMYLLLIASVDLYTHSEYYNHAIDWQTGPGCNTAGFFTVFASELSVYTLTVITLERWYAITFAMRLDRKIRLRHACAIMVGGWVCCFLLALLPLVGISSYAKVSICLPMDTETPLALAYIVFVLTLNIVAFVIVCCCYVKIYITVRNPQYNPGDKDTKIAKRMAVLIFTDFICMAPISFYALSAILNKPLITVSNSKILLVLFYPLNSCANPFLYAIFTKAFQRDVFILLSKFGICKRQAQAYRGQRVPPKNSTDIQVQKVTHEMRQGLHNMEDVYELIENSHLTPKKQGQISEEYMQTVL
#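 Competitive HTRF cAMP read-out (cryptate anti-cAMP antibody, cAMP-d2; 30 min, room temperature) in freshly harvested TSHR cells. Compounds added before TSH at EC80 (4nM final), followed by 2 hours' incubation at 37 deg C.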
# B2AR arrestin = beta2AR (human) beta-arrestin recruitment activity; actives 0.02% (n = 330,000); P07550; beta-arrestin recruitment to beta2AR, cell-based reporter; Potency, µM (top dose mostly 46.1 µM), without a hit: top-dose activation, most hits filed as activators; AID 492947;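 also: potency is read from the fitted curve at half-maximal effect; 0% = DMSO controls and full agonism = EC100 isoproterenol or metaproterenol; nearly all actives have a fitted effect of over 65% in size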
# USP2a inh = blocks human ubiquitin-specific protease USP2a; O75604; USP2 core, Ub-CHOP2 coupled fluorogenic reporter, 485/531; Potency, µM (series often up to 38.3 µM), for the others: at the top dose activity change, negative = inhibition, hits mostly inhibitors; actives 0.01% (n = 330,000); AID 463254;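 also: potency is read from the fitted curve at half-maximal effect; plate controls were DMSO wells for no effect and full inhibition by NEM control for full effect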
#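 USP2 core (10nM final) preincubated 30min RT with compound in 20mM Tris-HCl pH 8.0, 2mM CaCl2, 2mM beta-mercaptoethanol, 0.05% CHAPS; 25nM Ub-CHOP2 plus 25nM reporter substrate added, fluorescence (Ex485/Em531) read after 60min.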
# PTAP TSG101 blk = blocks PTAP/TSG101 interaction to inhibit HIV-1 budding; 340,000 tested, under 10 active; Q99816; AID 493005; Potency, µM (series often up to 115 µM), without a hit: at the highest dose activity change, negative = inhibition, hits mostly inhibitors; Fluorescence polarization, FITC-PTAP peptide / Tsg101 binding; active = well fitted inhibition curve with a large enough effect in the main read-out, with a control signal flat, not every such curve was filed as active; inconclusive = small, poorly fitted or top-dose-only effect, or effect the other way, or a change in a side signal; inactive = no such curve, though single readings can be large or run the other way; also: potency is read from the fitted curve at half-maximal effect; % of control where 0% means no effect
#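 FP read-out: FITC-PTAP peptide, 50 nM final, binding Tsg101 binding domain, 10 uM final; 20 min, r.t.; 10 mM HEPES pH 7.5, 0.15 M NaCl, 0.01% Tween 20, 3 mM EDTA, 0.1 mM TCEP.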
# Tb PFK block = inhibitors of T. brucei phosphofructokinase | O15648 | T. brucei PFK, ADP-Glo luminescence | Potency, µM (highest dose often 57.5 µM), without a hit: top-dose activity, negative = inhibition, actives largely listed as inhibitors | actives 0.17% (n = 330,000);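 also: potency is read from the fitted curve at half-maximal effect; 0% = uninhibited 1x PFK enzyme wells and -100% = no-enzyme wells; nearly all actives have a fitted effect of over 60% in size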
#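 In TEA buffer at pH 8.0 with 5 mM MgCl2, enzyme (1.25 nM) converted F6P (0.5 mM) and ATP (0.1 mM) for 45 min at room temperature. ADP product was read by luciferase luminescence.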
# Eya2 phos inh = Eya2 (human) phosphatase inhibition | O00167 | actives 0.006% (n = 330,000) | recombinant Eya2, OMFP fluorescence dephosphorylation (OMFP is methylfluorescein phosphate) | Potency, µM (series often up to 76.9 µM), for inactives: at the top dose activity, negative = inhibition, most hits filed as inhibitors; also: potency is read from the fitted curve at half-maximal effect; % is scaled to controls: 0 for no effect and ±100 for the full control effect
#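 Eya2 protein (added as 0.2 uM solution) was preincubated with compound for 10 min at ambient temperature in 50 mM HEPES pH 7.5, 50 mM NaCl, 5 uM MgCl2, 0.05% BSA, 1 mM DTT. OMFP (added at 50 uM) then reacted 10 min; fluorescence read at 485/525 nm.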
# BCR signal inh = inhibitors of chronic active B-cell receptor signaling; ABC-DLBCL IkBa-CBG/CBR reporter, luminescence ratio, 4 h; Potency, µM (doses to about 46.1 µM), for the others: at the top dose ratio change, negative = lower green/red ratio, actives largely listed as inhibitors; actives 0.05% (n = 340,000); AID 493014; active = well fitted inhibition curve with a large enough effect in the signal ratio, with a control signal flat, not every such curve was filed as active; inconclusive = small, poorly fitted or top-dose-only effect, or effect the other way, or a change in a side signal; the % refers to the signal ratio;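 also: potency is read from the fitted curve at half-maximal effect; plate controls were basal doxycycline-induced cells for no effect and cells given 10 µM MG132 for full effect; MG132 reads +100%, hits lower the ratio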
#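 Doxycycline induced both beetle luciferases in TMD8 lymphoma cells; IKK-driven degradation limits the IkappaBalpha-fused green signal, while red luminescence normalises for cell number and nonspecific effects. Compounds tested up to 46 uM, 4 hrs.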
# uPA generation = blocks generation of uPA at the cell surface. cell surface uPA generation assay, qHTS. Potency, µM (highest dose often 38.3 µM), for the others: top-dose activity change, negative = inhibition, hits mostly inhibitors. actives 0.31% (n = 330,000). AID 540303; active = well fitted inhibition curve with a large enough effect; inconclusive = small, poorly fitted or top-dose-only effect; inactive = no such curve, though single readings can be large or run the other way; tested in mouse RAW 264.7 cells; also: potency is read from the fitted curve at half-maximal effect; % is scaled to controls: 0 for no effect and ±100 for the full control effect; nearly all actives have a fitted effect of over 55% in size
# TCR act = T cell receptor activation | Potency, µM (highest dose often 9.22 µM), for the others: at the highest dose activation of IL-2 secretion, actives largely listed as activators | primary human leukocytes, anti-CD3, IL-2 HTRF, 48 h | 330,000 tested, under 10 active; also: % of control where 0% means no effect
#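 HTRF read-out of IL-2 secretion: europium cryptate donor excited at 320nm, d2 acceptor emission at 665nm. Cells were primary human leukocytes incubated 48 hr with compounds and a-CD3 beads, supplying TCR signal only.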
# Active calls of the source: *; ? = inconclusive; . = no result given; [ ] = dose if it differs, or a comment. Unless noted, calls follow the shape of the dose curve; as a rule, active = well fitted curve in the direction sought with a large enough effect; inconclusive = small, poorly fitted or top-dose-only effect, or another doubt; inactive = no such curve, though single readings can be large; an effect the other way counts as inactive or inconclusive. No enrichment for hits. Share with any hit: about 3%.
SMILES,ELG1 DNA repair,Mito fusion act,TSHR antag,B2AR arrestin,USP2a inh,PTAP TSG101 blk,Tb PFK block,Eya2 phos inh,BCR signal inh,uPA generation,TCR act
O=C(c1cc2cc(Cl)ccc2[nH]1)N1CCN(Cc2ccc3c(c2)OCO3)CC1,?,4%,3,-0.7%,-6%,-2%,-1%,-2%,?,17%,2%
COc1cc(O)c2c(=O)c3c(O)ccc(O)c3oc2c1,?,.,0,0.1%,-1%,1%,?,5%,?,?,3%
Cc1cccc(NC(=O)Cn2cnc(S(=O)(=O)N3CCCC3)c2)c1C,13%,4%,-10,0.2%,2%,-7%,-1%,-8%,5%,2%,-3%
CCOC(=O)C1=C(C)N(C)C(=O)NC1c1ccc2c(c1)OCO2 (stereo unspecified),7%,7%,-1,0.1%,3%,-3%,0%,1%,-7%,0%,-6%
Cc1ccc(N=Nc2c(=O)[nH]n3c(C)cc(C)nc23)cc1,10%,4%,-15,0.0%,-1%,-4%,2%,-9%,2%,0%,-6%
O=C(CSc1ncccn1)N/N=C/c1cccs1,11%,-1%,-6,0.0%,-1%,-8%,0%,-7%,2%,-9%,0%
CC1=C(CCN2CCN(C3CCCC3)C(CCO)C2)C(C)(C)CCC1 (stereo unspecified),?,-3%,-6,-0.1%,1%,-7%,-1%,-6%,?,1%,-8%
COc1ccc(Cl)cc1NC(=O)CN(C)C(=O)c1ccc(COc2ccccc2)cc1,0%,?,-1,-0.7%,-1%,1%,1%,3%,-4%,5%,2%
c1ccc2[nH]c(-c3cnco3)cc2c1,-11%,-6%,-9,-0.2%,3%,0%,1%,2%,1%,-2%,7%
O=C(N/N=C/c1sc(N2CCOCC2)nc1-c1ccccc1)c1ccccc1F,?,-3%,4,0.2%,0%,-2%,-3%,-15%,-22%,1%,3%
COc1cc(NC(=O)C2CCCN(c3ncnc4c3nc3n4CCCCC3)C2)cc(OC)c1OC (stereo unspecified),1.8µM*,-2%,15,-0.3%,-8%,0%,-1%,14%,12%,2%,1%
CC(C)n1cnc2c(NCc3ccccc3)cc(Cc3ccc(F)cc3)cc21,3%,?,51,0.0%,3%,.,-16%,2%,14%,?,2%
COc1cccc(OCCNC(=O)c2cc(OC)c(OC)c(OC)c2)c1,?,-7%,1,-0.1%,-1%,-2%,-1%,2%,0%,-6%,-3%
Cc1c(N/C(=N/S(=O)(=O)c2ccccc2)c2ccc(Cl)cc2)c(=O)n(-c2ccccc2)n1C,4%,-2%,2,-0.3%,5%,-1%,3%,9%,7%,4%,2%[46.1 µM]
Cc1ccc(N2C(=O)C3ON(c4ccccc4)C(CC(C)C)C3C2=O)cc1 (stereo unspecified),?,3%,1,0.1%,6%,-1%,0%,-26%,-5%,2%,1%
CCOC(=O)C1CCN(C(=O)COc2ccc(S(=O)(=O)NC(C)(C)C)cc2)CC1,-1%,-1%,-4,-0.1%,0%,-9%,18%,1%,-3%,5%,4%
O=C(CSc1nnnn1C1CCCC1)Nc1ccc2c(c1)OCO2,2%,-2%,0,-0.1%,0%,-14%,-5%,4%,-9%,-6%,-4%
O=c1cc(N2CCCC2)c(-c2ccccc2)n[nH]1,-1%,4%,-11,-0.3%,0%,-2%,-6%,-2%,4%,4%,0%
CN(CC(=O)Nc1cccc(F)c1)C(=O)c1sc2ccccc2c1Cl,?,4%,13,3.4%,1%,-5%,0%,18%,-2%,11%,6%
COC(=O)c1ccc(CSC(=N)N)o1,-9%,-3%,-3,1.0%,11%,-4%,-8%,2%,-14%,-15%,-3%
COc1ccc(OCC#CCn2ccnc2)cc1,-3%,-3%,-1,0.0%,-9%,-10%,-7%,-3%,7%,17%,-4%
O=[N+]([O-])c1cccc(C=Nc2cc3c(cc2Br)OCCO3)c1,10%,-2%,-12,-0.2%,3%,-10%,-2%,-8%,-40%,22%,1%[46.1 µM]
CCCCCOC(=O)C(C)c1c(C)[nH]c(=S)[nH]c1=O (stereo unspecified),-17%,-1%,-10,0.2%,2%,0%,-2%,3%,0%,4%,6%
c1ccc2c(CSc3nnc(-c4ccncc4)o3)cccc2c1,7%,3%,7,2.8%,0%,-1%,-3%,-3%,-1%,.,-4%
COc1ccc(OC)c(NC(=O)CSc2ccc3nnc(-c4ccccn4)n3n2)c1,7%,3%,-3,-0.3%,1%,-3%,3%,-5%,-1%,5%,-2%

# Just Mito fusion act, PTAP TSG101 blk and Eya2 phos inh, for some of the entries so far:
Compound	Mito fusion act	PTAP TSG101 blk	Eya2 phos inh
Cc1ccc(N2C(=O)C3ON(c4ccccc4)C(CC(C)C)C3C2=O)cc1 (stereo unspecified)	3%	-1%	-26%
CCOC(=O)C1CCN(C(=O)COc2ccc(S(=O)(=O)NC(C)(C)C)cc2)CC1	-1%	-9%	1%

# Returning to the listing; the 3 compounds before the break are reprinted first.
SMILES,ELG1 DNA repair,Mito fusion act,TSHR antag,B2AR arrestin,USP2a inh,PTAP TSG101 blk,Tb PFK block,Eya2 phos inh,BCR signal inh,uPA generation,TCR act
CCCCCOC(=O)C(C)c1c(C)[nH]c(=S)[nH]c1=O (stereo unspecified),-17%,-1%,-10,0.2%,2%,0%,-2%,3%,0%,4%,6%
c1ccc2c(CSc3nnc(-c4ccncc4)o3)cccc2c1,7%,3%,7,2.8%,0%,-1%,-3%,-3%,-1%,.,-4%
COc1ccc(OC)c(NC(=O)CSc2ccc3nnc(-c4ccccn4)n3n2)c1,7%,3%,-3,-0.3%,1%,-3%,3%,-5%,-1%,5%,-2%
O=C(NCCN1C(=O)S/C(=C\c2ccc(F)cc2)C1=O)c1cccc(S(=O)(=O)N2CCOCC2)c1,?,1%,19,-0.1%,1%,-5%,0%,3%,?,-5%,-1%[46.1 µM]
CSCCCN1CCC(n2nccc2NC(=O)CCCc2ccccc2)CC1,3%,-3%,14,-0.1%,-1%,-1%,-5%,-14%,7%,-7%,-8%
O=c1c(F)cn(C2CCCO2)c(=O)n1Cc1ccccc1Cl (stereo unspecified),17%,-5%,-7,0.3%,4%,.,2%,0%,4%,-12%,.
Cn1c(=S)[nH]c2c(c1=O)C(C)(C)Cc1ccccc1-2,?,6%,12,?,2%,3%,5%,-13%,?,0%,-12%
O=C(/C=C/c1ccc(S(=O)(=O)N2CCOCC2)cc1)NC(=S)NCCCn1ccnc1,?,6%,0,0.1%,1%,-3%,-1%,13%,?,-2%,7%
Cc1cccc(C)c1OCCN1C(=O)NC(C)(c2ccccc2)C1=O (stereo unspecified),?,-1%,-4,-1.5%,0%,-1%,3%,-2%,-10%,.,1%
Cc1ccc(F)c([C@H]2C3C=CCC(c4ccccc4)C3C(=O)N2Cc2ccccc2)c1 (stereo partly specified),-12%,-47%[inhibitor],-13,-0.1%,4%,-4%,0%,-5%,?,?,13%
Cc1cccc(C)c1OCC(=O)Nc1ccc(S(=O)(=O)Nc2ccccn2)cc1,-1%,-5%,16,-0.6%,1%,0%,-2%,4%,7%,-2%,4%[46.1 µM]
Cc1cc(Nc2cc(C)on2)n2ncnc2n1,15%,8%,0,-0.5%,-2%,-1%,0%,-16%,-1%,-7%,6%
c1ccc(OCCOCCSc2ncccn2)cc1,?,1%,4,1.1%,3%,-4%,2%,3%,?,6%,-1%
NC(=O)CCS(=O)(=O)CCN1CCCCC1,0%,-1%,-1,0.0%,-1%,0%,-4%,13%,?,9%,5%

# Compound activity from PubChem BioAssay.
